From PubChem BioAssay
NSD2 inh – inhibitors of human NSD2, primary screen, biochemical, plate reader, single point; Histone-lysine N-methyltransferase NSD2 (Homo sapiens), O96028; NSD2-SET H3K36me1 DELFIA fluorescence; inhibition, % at 12.5 µM; 0.07% of 44,000 active; AID 624260, 2012; in the data active means inhibition above about 54%, passing the limit was not always enough; inconclusive means no clear call, values can overlap the other calls;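 further: inhibitors reduce the monomethyl H3K36 fluorescence signal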
Target sequence (O96028 whole entry, looked up): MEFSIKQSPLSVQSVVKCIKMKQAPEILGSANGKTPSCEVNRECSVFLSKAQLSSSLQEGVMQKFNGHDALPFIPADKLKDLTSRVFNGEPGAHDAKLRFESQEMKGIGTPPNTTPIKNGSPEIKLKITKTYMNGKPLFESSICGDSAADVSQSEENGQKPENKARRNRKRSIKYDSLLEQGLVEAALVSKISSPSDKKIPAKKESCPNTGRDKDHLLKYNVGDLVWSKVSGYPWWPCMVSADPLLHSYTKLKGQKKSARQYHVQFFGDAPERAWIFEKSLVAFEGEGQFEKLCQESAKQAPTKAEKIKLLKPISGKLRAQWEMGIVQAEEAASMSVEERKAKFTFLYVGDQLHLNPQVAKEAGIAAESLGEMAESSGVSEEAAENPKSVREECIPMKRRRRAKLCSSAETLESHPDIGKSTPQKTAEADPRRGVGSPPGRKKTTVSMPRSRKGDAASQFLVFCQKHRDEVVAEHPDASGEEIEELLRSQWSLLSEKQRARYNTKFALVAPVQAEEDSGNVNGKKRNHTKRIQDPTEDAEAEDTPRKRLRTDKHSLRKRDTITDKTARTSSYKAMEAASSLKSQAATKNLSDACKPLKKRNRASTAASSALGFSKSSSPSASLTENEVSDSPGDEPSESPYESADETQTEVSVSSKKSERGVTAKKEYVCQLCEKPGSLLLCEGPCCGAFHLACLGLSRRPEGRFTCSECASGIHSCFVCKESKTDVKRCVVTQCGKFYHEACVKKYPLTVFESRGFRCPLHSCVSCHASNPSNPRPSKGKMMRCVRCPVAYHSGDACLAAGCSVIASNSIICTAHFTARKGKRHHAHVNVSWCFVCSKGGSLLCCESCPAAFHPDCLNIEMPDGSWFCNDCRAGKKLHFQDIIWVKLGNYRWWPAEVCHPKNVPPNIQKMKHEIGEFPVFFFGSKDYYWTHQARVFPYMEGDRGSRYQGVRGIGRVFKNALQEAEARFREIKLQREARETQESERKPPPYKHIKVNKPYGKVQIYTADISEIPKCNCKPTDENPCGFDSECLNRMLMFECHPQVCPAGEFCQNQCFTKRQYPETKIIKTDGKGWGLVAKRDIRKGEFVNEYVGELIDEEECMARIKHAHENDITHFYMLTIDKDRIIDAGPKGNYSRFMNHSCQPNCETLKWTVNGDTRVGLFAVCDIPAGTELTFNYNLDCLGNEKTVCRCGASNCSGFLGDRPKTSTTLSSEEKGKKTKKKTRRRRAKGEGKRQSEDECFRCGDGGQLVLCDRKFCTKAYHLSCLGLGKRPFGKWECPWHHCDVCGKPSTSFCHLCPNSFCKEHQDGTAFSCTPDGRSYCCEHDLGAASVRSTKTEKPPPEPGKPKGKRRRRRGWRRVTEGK
* hit, by the source's call; ? = inconclusive. An excerpt; the hit share may differ from the screen's.

NSD2 inh	SMILES
-7	O=C1O[C@H](c2ccccc2)[C@H](c2ccccc2)N2[C@H]1[C@@H](C(=O)N1CCN(c3ncccn3)CC1)[C@]1(C(=O)Nc3ccc(C#CC4(O)CCCCCC4)cc31)[C@H]2c1ccc(O)cc1
-1	C[C@@H]1CN([C@@H](C)CO)C(=O)c2ccccc2-c2ccccc2CO[C@@H]1CN(C)Cc1cccc(O)c1
6	c1ccc2nc(C3=NCCN3)ccc2c1
-2	C[C@H](CO)N1C[C@H](C)[C@@H](CN(C)S(C)(=O)=O)Oc2ccc(NC(=O)C3CC3)cc2C1=O
2	C[C@H]1CN([C@@H](C)CO)C(=O)c2cc(NC(=O)Nc3ccccc3)ccc2O[C@@H]1CN(C)S(=O)(=O)c1cn(C)cn1
-6	C[C@@H]1CN([C@H](C)CO)C(=O)c2cc(/C=C/c3ccccc3)cnc2O[C@H]1CN(C)S(C)(=O)=O
7	COc1ccc(NC(=O)N(C)C[C@H]2Oc3c(NS(=O)(=O)c4ccc(Cl)cc4)cccc3C(=O)N([C@H](C)CO)C[C@@H]2C)cc1
1	C[C@@H]1CN([C@@H](C)CO)C(=O)Cc2cc(NC(=O)c3ccncc3)ccc2O[C@@H]1CN(C)S(=O)(=O)c1cccs1
1	C[C@@H]1CCCCO[C@H](CN(C)C(=O)NC2CCCCC2)[C@H](C)CN([C@@H](C)CO)C(=O)c2cc(NC(=O)c3ccccc3)ccc2O1
6	O=C(N/N=C/c1ccc(-c2ccccc2)c(F)c1)c1ccccc1O
-2	COCC(=O)Nc1ccc2c(c1)[C@@H]1C[C@H](CC(=O)NCCN3CCCCC3)O[C@H](CO)[C@@H]1O2
6	COc1ccccc1C#Cc1ccc2c(c1)O[C@@H](CN(C)Cc1cncnc1)[C@H](C)CN([C@H](C)CO)S2(=O)=O
21	C[C@@H]1CN([C@@H](C)CO)C(=O)c2cc(NC(=O)CCC(F)(F)F)ccc2O[C@@H]1CN(C)C(=O)Nc1ccccc1
-3	C[C@@H]1CN([C@@H](C)CO)C(=O)Cc2cc(NC(=O)Cn3cnnn3)ccc2O[C@@H]1CN(C)Cc1ccc(C(F)(F)F)cc1
2	CC(=O)NCCCC[C@@H]1NC(=O)[C@@H]2C[C@H](C(=O)NCc3ccc(F)cc3)[C@H](c3ccc(O)cc3)N2C1=O
0	COc1ccc(NC(=O)Nc2cccc3c2O[C@H](CN(C)Cc2ccncc2)[C@H](C)CN([C@@H](C)CO)C3=O)cc1
0	COc1ccc(NC(=O)Nc2ccc3c(c2)CC(=O)N([C@H](C)CO)C[C@@H](C)[C@H](CN(C)C(=O)Nc2cccc4ccccc24)O3)cc1
2	C[C@H](CO)N1C[C@H](C)[C@@H](CN(C)C(=O)C2CC2)Oc2ncc(Br)cc2C1=O
-4	Cc1ccc(S(=O)(=O)N(C)C[C@@H]2Oc3ccc(NS(=O)(=O)c4ccc(Cl)cc4)cc3CC(=O)N([C@H](C)CO)C[C@H]2C)cc1
-5	O=C(CCCCC(=O)N/N=C/c1cc(Br)cs1)NO
17	O=C(C[C@@H]1C[C@@H]2c3cc(NC(=O)CC4CC4)ccc3O[C@@H]2[C@@H](CO)O1)NCc1ccccc1F
-1	COCC#Cc1ccc2c(c1)O[C@H](CN(C)Cc1ccc3c(c1)OCO3)[C@H](C)CN([C@H](C)CO)S2(=O)=O
-10	C[C@H]1CN([C@@H](C)CO)C(=O)c2c(c3ccccc3n2C)-c2ccccc2CO[C@H]1CN(C)C(=O)[C@H](Cc1ccccc1)N(C)C
-20	COc1ccccc1-c1ccc2c(c1)O[C@H](CN(C)C(=O)c1ccncc1)[C@@H](C)CN([C@@H](C)CO)S2(=O)=O
-1	C[C@H]1CN([C@@H](C)CO)C(=O)c2cc(NC(=O)Cc3cn(C)c4ccccc34)ccc2O[C@H]1CN(C)Cc1ccc(-c2ccccc2)cc1

The list goes on.
NSD2 inh	SMILES
-1	CN(C)CCCOc1ccc(/C=N/NC(=O)c2ccc(C(=O)NO)cc2)cc1
4	C/C=C/c1ccc2c(c1)O[C@H](CN(C)C(=O)c1ccccc1)[C@H](C)CN([C@@H](C)CO)S2(=O)=O
4	CCC1(CC)C(=O)N(CC(=O)OC)C(=O)N(C)C1=S
-4	COc1ccc(CN(C)C[C@H]2Oc3ccc(NS(=O)(=O)c4ccc(F)cc4)cc3C(=O)N([C@H](C)CO)C[C@H]2C)cc1
1	C[C@H]1CN([C@@H](C)CO)C(=O)c2cc(NC(=O)Cc3cn(C)c4ccccc34)ccc2O[C@@H]1CN(C)CC1CC1
2	CCC(=O)N(C)C[C@@H]1Oc2cc(-c3ccc(C)cc3)ccc2S(=O)(=O)N([C@@H](C)CO)C[C@@H]1C
-3	C[C@H](CO)N1C[C@H](C)[C@H](CN(C)C(=O)CN2CCOCC2)Oc2ncc(/C=C/c3ccccc3)cc2C1=O
8	C[C@@H]1CN([C@H](C)CO)C(=O)c2cccc(NC(=O)C3CCOCC3)c2O[C@H]1CN(C)Cc1ccccc1
11	COc1cc([C@H]2OC[C@H]3[C@@H]2CO[C@@H]3c2ccc(O)c(OC)c2)ccc1O
?	C[C@H]1CN([C@@H](C)CO)C(=O)c2cccc(NC(=O)C3CCOCC3)c2O[C@H]1CN(C)C(=O)Nc1cccc2ccccc12
-4	CCCNC(=O)[C@H]1O[C@@H]1C(=O)N[C@H](C(=O)N1CCC[C@H]1C(=O)OC)C(C)CC (stereo partly drawn)
-1	C[C@@H]1CN([C@@H](C)CO)C(=O)c2cc(NS(=O)(=O)c3ccccc3)ccc2O[C@@H](C)CCCCO[C@@H]1CN(C)S(=O)(=O)c1cccs1
0	C[C@H]1CN([C@@H](C)CO)C(=O)Cc2cc(NS(=O)(=O)c3cn(C)cn3)ccc2O[C@H]1CN(C)C(=O)Nc1ccc(F)cc1
2	CC1=C(CO)C(=O)OC([C@@H](C)[C@H]2CCC3C4CC=C5C[C@@H](O[C@@H]6O[C@H](CO)[C@@H](O)[C@H](O)[C@H]6O)C[C@H](O)[C@]5(C)C4CC[C@@]32C)C1 (stereo partly drawn)
-2	COCC#Cc1ccc2c(c1)O[C@@H](CN(C)C(=O)c1ccccc1)[C@@H](C)CN([C@H](C)CO)S2(=O)=O
0	COC(=O)CCCCCCC(=O)N/N=C/c1ccc[nH]1
-1	C[C@H]1CCCCO[C@@H](CN(C)C(=O)Nc2ccccc2)[C@@H](C)CN([C@@H](C)CO)C(=O)c2cc(NC(=O)Nc3ccc4c(c3)OCO4)ccc2O1
8	O=C(C[C@H]1CC[C@@H](NC(=O)Nc2cc(F)ccc2F)[C@@H](CO)O1)NCc1ccncn1
-8	C[C@H]1CN([C@@H](C)CO)C(=O)Cc2cc(NS(=O)(=O)c3ccc(F)cc3)ccc2O[C@H]1CN(C)Cc1ccccc1
-3	C[C@@H]1CN([C@@H](C)CO)C(=O)c2cc(/C=C/c3ccccc3)cnc2O[C@@H]1CN(C)C(=O)c1ccc(F)cc1
-1	C[C@H]1CN([C@@H](C)CO)C(=O)Cc2cc(NS(=O)(=O)c3ccccc3)ccc2O[C@@H]1CN(C)C(=O)Nc1ccc(C(F)(F)F)cc1
-6	CCCNC(=O)C[C@@H]1C[C@H]2c3cc(NC(=O)Nc4ccccc4)ccc3O[C@H]2[C@H](CO)O1
4	CC(C)NC(=O)Nc1ccc2c(c1)C(=O)N([C@H](C)CO)C[C@@H](C)[C@@H](CN(C)S(=O)(=O)c1cccs1)OCCCC[C@H](C)O2
0	COc1cc(O)c(C(=O)c2c(O)cc(C)cc2O)c(C(=O)O)c1
-4	COc1ccc(NC(=O)Nc2ccc3c(c2)C(=O)N([C@H](C)CO)C[C@H](C)[C@@H](CN(C)S(=O)(=O)c2ccc(F)cc2)OCCCC[C@H](C)O3)cc1

Next results
NSD2 inh	SMILES
2	C[C@H](CO)N1C[C@H](C)[C@H](CN(C)C(=O)Nc2ccc(C(F)(F)F)cc2)Oc2c(NC(=O)Nc3cccc4ccccc34)cccc2C1=O
2	C[C@@H]1CN([C@H](C)CO)C(=O)c2cc(N(C)C)ccc2O[C@@H](C)CCCCO[C@@H]1CN(C)C(=O)c1ccncc1
-5	Cc1ccc(S(=O)(=O)N(C)C[C@@H]2OCCCC[C@@H](C)Oc3ccc(NS(=O)(=O)c4cccs4)cc3C(=O)N([C@H](C)CO)C[C@H]2C)cc1
-8	C[C@H](CO)N1C[C@H](C)[C@H](CN(C)Cc2ccccc2)Oc2ncc(C3=CCCC3)cc2C1=O
4	Cc1ccc(-c2ccc3c(c2)O[C@H](CN(C)C(=O)Nc2ccccc2)[C@H](C)CN([C@@H](C)CO)S3(=O)=O)cc1
2	CC(=O)N(C)C[C@@H]1Oc2cc(C#CCN(C)C)ccc2S(=O)(=O)N([C@H](C)CO)C[C@H]1C
-1	CC(C)CC#Cc1cnc2c(c1)C(=O)N([C@@H](C)CO)C[C@H](C)[C@H](CN(C)Cc1ccc(C(=O)O)cc1)O2
6	O=C(NO)c1ccc(C(=O)N/N=C/c2ccc(OCCO)cc2)cc1
1	O=C(C[C@H]1C[C@H]2c3cc(NS(=O)(=O)c4ccc(F)cc4)ccc3O[C@H]2[C@H](CO)O1)N1CCOCC1
15	C[C@@H]1CN([C@H](C)CO)C(=O)c2cc(C#CCN(C)C)cnc2O[C@H]1CN(C)Cc1ccncc1
3	C[C@@H]1CN([C@@H](C)CO)C(=O)Cc2cc(NC(=O)Cc3ccccc3)ccc2O[C@@H]1CN(C)C(=O)Nc1ccc2c(c1)OCO2
7	C[C@@H]1CN([C@@H](C)CO)C(=O)c2cccc(NS(=O)(=O)c3cn(C)cn3)c2O[C@H]1CN(C)Cc1ccc(C(=O)O)cc1
4	COc1ccc(S(=O)(=O)N(C)C[C@@H]2Oc3ccc(NS(=O)(=O)c4ccccc4)cc3CC(=O)N([C@@H](C)CO)C[C@H]2C)cc1
-7	COc1ccc(S(=O)(=O)Nc2ccc3c(c2)C(=O)N([C@H](C)CO)C[C@@H](C)[C@@H](CN(C)S(=O)(=O)c2cccs2)OCCCC[C@H](C)O3)cc1
-5	COCCCNC(=O)[C@@]1(Cc2ccccc2I)c2ccccc2C(=O)N(Cc2ccccc2OC)[C@H]1c1ccc(CO)cc1
-14	Cc1noc(C)c1S(=O)(=O)Nc1ccc2c(c1)CC(=O)N([C@H](C)CO)C[C@@H](C)[C@H](CN(C)Cc1ccc(-c3ccccc3)cc1)O2
2	C[C@@H]1CN([C@@H](C)CO)C(=O)c2cc(NC(=O)CCCCCC(=O)Nc3ccccc3N)ccc2O[C@@H]1CN(C)C(=O)Nc1ccc(F)cc1
4	Cc1nc2nc[nH]n2c(=O)c1NS(=O)(=O)c1cccs1
3	O=C(CCCCCCC(=O)Nc1ccccc1O)N/N=C/c1cc(Br)cs1
2	Cc1ccccc1S(=O)(=O)N(C)C[C@H]1OCc2ccccc2-c2ccccc2C(=O)N([C@H](C)CO)C[C@H]1C
2	COc1ccc(S(=O)(=O)N[C@H]2C=C[C@H](CC(=O)N3CCc4ccccc4C3)O[C@H]2CO)cc1
-4	C[C@@H]1CN([C@@H](C)CO)S(=O)(=O)c2ccc(-c3cccnc3)cc2O[C@H]1CN(C)C(=O)CN(C)C
-1	C[C@H]1CN([C@@H](C)CO)C(=O)c2cc(-c3ccc(C(=O)N(C)C)cc3)cnc2O[C@H]1CN(C)C(=O)c1cccnc1
-5	C[C@H](CO)N1C[C@H](C)[C@H](CN(C)S(=O)(=O)c2ccc(-n3cccn3)cc2)OCc2cn(nn2)CCCC1=O
-1	COc1ccc(/C=C2\SC(=S)N(CCCC(=O)NC34CC5CC(CC(O)(C5)C3)C4)C2=O)cc1

2 consecutive compounds out of the list so far, for reference:
NSD2 inh	SMILES
-5	C[C@H](CO)N1C[C@H](C)[C@H](CN(C)S(=O)(=O)c2ccc(-n3cccn3)cc2)OCc2cn(nn2)CCCC1=O
-1	COc1ccc(/C=C2\SC(=S)N(CCCC(=O)NC34CC5CC(CC(O)(C5)C3)C4)C2=O)cc1

(listing goes on)
NSD2 inh	SMILES
6	COc1cccc(CNC(=O)C[C@@H]2C=C[C@H](NC(C)=O)[C@@H](CO)O2)c1
4	CNC[C@@H]1OCCCC[C@@H](C)Oc2ccc(NS(=O)(=O)c3cccs3)cc2C(=O)N([C@@H](C)CO)C[C@H]1C
2	C[C@@H]1CCCCO[C@@H](CN(C)Cc2ccncc2)[C@H](C)CN([C@@H](C)CO)C(=O)c2cc(NS(=O)(=O)c3ccc(Cl)cc3)ccc2O1
-5	C[C@H]1CN([C@@H](C)CO)C(=O)c2cc(NC(=O)Nc3ccc(C(F)(F)F)cc3)ccc2O[C@H]1CN(C)Cc1ccc(C(F)(F)F)cc1
4	O=C(O)C[C@H]1C[C@@H]2c3cc(NC(=O)Nc4ccc(F)cc4)ccc3O[C@@H]2[C@@H](CO)O1
-2	C[C@H](CO)N1C[C@H](C)[C@@H](CN(C)Cc2ccc3c(c2)OCO3)Oc2ccc(NC(=O)C3CCCCC3)cc2C1=O

Entries above containing a thiophene ring, fused or not (nine):
NSD2 inh	SMILES
1	C[C@@H]1CN([C@@H](C)CO)C(=O)Cc2cc(NC(=O)c3ccncc3)ccc2O[C@@H]1CN(C)S(=O)(=O)c1cccs1
-5	O=C(CCCCC(=O)N/N=C/c1cc(Br)cs1)NO
-1	C[C@@H]1CN([C@@H](C)CO)C(=O)c2cc(NS(=O)(=O)c3ccccc3)ccc2O[C@@H](C)CCCCO[C@@H]1CN(C)S(=O)(=O)c1cccs1
4	CC(C)NC(=O)Nc1ccc2c(c1)C(=O)N([C@H](C)CO)C[C@@H](C)[C@@H](CN(C)S(=O)(=O)c1cccs1)OCCCC[C@H](C)O2
-5	Cc1ccc(S(=O)(=O)N(C)C[C@@H]2OCCCC[C@@H](C)Oc3ccc(NS(=O)(=O)c4cccs4)cc3C(=O)N([C@H](C)CO)C[C@H]2C)cc1
-7	COc1ccc(S(=O)(=O)Nc2ccc3c(c2)C(=O)N([C@H](C)CO)C[C@@H](C)[C@@H](CN(C)S(=O)(=O)c2cccs2)OCCCC[C@H](C)O3)cc1
4	Cc1nc2nc[nH]n2c(=O)c1NS(=O)(=O)c1cccs1
3	O=C(CCCCCCC(=O)Nc1ccccc1O)N/N=C/c1cc(Br)cs1
4	CNC[C@@H]1OCCCC[C@@H](C)Oc2ccc(NS(=O)(=O)c3cccs3)cc2C(=O)N([C@@H](C)CO)C[C@H]1C
